Compound activity: PubChem BioAssay, National Center for Advancing Translational Sciences (NCATS)
PLK1 PBD block – blocks phosphopeptide binding to human PLK1 polo-box domain | P53350 | Plk1 PBD binding of FITC phosphopeptide, fluorescence polarization | Potency, µM, for the others: max response, negative = inhibition, actives largely listed as inhibitors | 360,000 tested, 2.8% active; further: potency means the concentration at half of the fitted maximal effect; series mostly up to about 57 µM; on the % scale 0 is the no-effect control and ±100 the full control effect; nearly all actives have a fitted effect of over 65% in size
IL2 activator – activators of IL-2 | activation, % (series mostly up to about 46 µM) | 360,000 tested, 0.065% active | AID 652025 | IL-2 activation reporter assay, cell-based qHTS; stimulated with anti-CD3/CD4/CD28 beads; in transgenic mouse T cells; in the data active means activation above about 50%; inconclusive means mostly about 30% to 49%; further: 0% is about no effect
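Unstimulated transgenic mouse T cells preincubated 60 min with compound, then stimulated with anti-CD3/anti-CD4-coated beads plus anti-CD28 for 18 h at 37 degrees C. IL-2 response read as EGFP and DsRed fluorescence by plate cytometry.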
aSyn yeast inh – inhibitors of alpha-synuclein toxicity in yeast; Yeast expressing alpha-synuclein, growth rescue, BacTiter-Glo, 24 h; 370,000 tested, 0.14% active; Potency, µM (doses to about 46.1 µM), for the others: top-dose growth rescue (activation), most hits filed as activators; further: potency means the concentration at half of the fitted maximal effect; % of control where 0% means no effect; nearly all actives have a fitted effect of over 65% in size
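Rescue of yeast growth: cells expressing toxic alpha-synuclein, induced in galactose at OD600 0.02, incubated with compound 24 h at 30 C. ATP luminescence quantified growth; inhibitors of toxicity appear as activators.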
PI5P4K alpha inh – PI5P4K alpha (human) kinase inhibition. max response, %. AID 652105. 330,000 tested, 1.2% active. PI5P4Kalpha enzyme, ADP-Glo luminescence, 60 min; hits give low values; active means max response of -50% or lower; inconclusive means between -30% and -50%; inactive means -30% or higher; further: value at the top dose of about 77 µM; on the % scale 0 is the no-effect control and ±100 the full control effect
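Human PI5P4Kalpha with substrate in 0.038 M HEPES pH 7.4, 0.28 mM EGTA, 0.1% CHAPS, 5% DMSO; reaction started with 5 microM ATP (final), 60 min at room temperature. ADP formed read by ADP-Glo luminescence.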
EPAC1 agonist – agonists of human EPAC1; Potency, µM (doses to about 154 µM), inactives show top-dose activation, most hits filed as activators; EPAC1 agonist qHTS, biochemical assay; response scale: 100% = response to 6.5 mM cAMP; 360,000 tested, 0.073% active; further: potency means the concentration at half of the fitted maximal effect; nearly all actives have a fitted effect of over 60% in size
Target sequence (O95398 whole entry, looked up): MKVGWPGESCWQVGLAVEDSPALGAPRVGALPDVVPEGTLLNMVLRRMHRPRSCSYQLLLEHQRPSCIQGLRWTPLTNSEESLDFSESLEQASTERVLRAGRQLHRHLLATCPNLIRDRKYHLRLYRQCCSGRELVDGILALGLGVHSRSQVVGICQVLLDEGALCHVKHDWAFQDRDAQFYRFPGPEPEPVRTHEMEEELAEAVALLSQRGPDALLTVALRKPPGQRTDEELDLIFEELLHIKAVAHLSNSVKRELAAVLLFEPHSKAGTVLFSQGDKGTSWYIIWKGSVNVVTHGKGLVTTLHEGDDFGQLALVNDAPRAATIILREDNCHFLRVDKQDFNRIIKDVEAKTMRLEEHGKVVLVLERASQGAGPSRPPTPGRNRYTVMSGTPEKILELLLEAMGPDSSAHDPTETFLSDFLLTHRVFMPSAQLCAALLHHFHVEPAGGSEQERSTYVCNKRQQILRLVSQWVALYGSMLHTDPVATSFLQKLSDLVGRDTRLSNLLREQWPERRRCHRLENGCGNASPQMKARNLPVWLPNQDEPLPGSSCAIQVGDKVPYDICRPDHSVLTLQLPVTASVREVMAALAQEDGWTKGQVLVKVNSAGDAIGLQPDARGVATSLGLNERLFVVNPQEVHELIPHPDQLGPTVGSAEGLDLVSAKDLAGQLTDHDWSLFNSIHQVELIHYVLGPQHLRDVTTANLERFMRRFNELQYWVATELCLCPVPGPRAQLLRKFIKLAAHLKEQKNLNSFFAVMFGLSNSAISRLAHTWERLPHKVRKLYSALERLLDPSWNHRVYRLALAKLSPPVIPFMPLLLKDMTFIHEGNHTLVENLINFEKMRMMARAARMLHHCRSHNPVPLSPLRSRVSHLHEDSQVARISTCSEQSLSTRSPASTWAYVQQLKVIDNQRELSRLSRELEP
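Nucleotide exchange by EPAC1 (100 nM) on Rap1B–BODIPY-GDP (250 nM) in the presence of 50 uM GDP is tracked fluorescently at 480/540 nm over 30 min. Signals are normalized to a 6.5 mM cAMP control.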
EPAC1 antag – blocks human EPAC1 exchange factor; O95398; AID 720709; 360,000 tested, 0.14% active; EPAC1 GEF assay, Rap1b-BODIPY-GDP exchange fluorescence; Potency, µM (doses to about 115 µM), for inactives: at the top dose activity change, negative = inhibition, usual class: inhibitors;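 further: potency means the concentration at half of the fitted maximal effect; plate controls were vehicle for no effect and positive control for full effect; nearly all actives have a fitted effect of over 50% in size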
FUS suppressor – suppressors of FUS proteinopathy in yeast; Potency, µM (titrated, usually from 76.6 µM), inactives show at the highest dose growth rescue (activation), actives largely listed as activators; S. cerevisiae FUS-expressing, growth rescue, OD600, 24 h; 390,000 tested, 0.24% active; AID 1347120;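 further: potency means the concentration at half of the fitted maximal effect; plate controls were DMSO vehicle for no effect and reference control for full effect; nearly all actives have a fitted effect of over 55% in size; some results filed as inactive show a strong effect at the top dose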
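Toxicity suppression screen in FUS-yeast. Cells induced with 2% galactose, starting OD 0.005, treated 24hr at 30C with compounds at multiple final concentrations; growth by OD600.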
WRN helicase inh – inhibitors of human WRN helicase; 360,000 tested, 0.46% active; Potency, µM (highest dose often 114 µM), for the others: top-dose activity change, negative = inhibition, hits mostly inhibitors; WRN helicase unwinding, fluorescent forked duplex, kinetic; AID 651768; further: potency means the concentration at half of the fitted maximal effect; on the % scale 0 is the no-effect control and ±100 the full control effect; nearly all actives have a fitted effect of over 55% in size
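Fluorescence dequenching readout, ex 525 nm/em 598 nm, kinetic mode: forked duplex DNA (100 nM final) with adjacent fluorophore and quencher unwound by WRN (20 nM final) with 2 mM ATP. Compound preincubation 15 min, room temperature.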
Abeta rescue – A-beta toxicity reversal in yeast | yeast expressing A-beta42, growth rescue, OD600, 48 h; response scale: 0% DMSO, 100% iron-clioquinol control | Potency, µM (doses to about 46.1 µM), for the others: at the top dose growth rescue, usual class: activators | 410,000 tested, 0.063% active | AID 1347071; further: potency means the concentration at half of the fitted maximal effect; nearly all actives have a fitted effect of over 55% in size
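Yeast growth medium received pinned compounds, then yeast cells expressing toxic A-beta were added; plates incubated at 30 C for 48 hr. Growth read as absorbance at 600 nm, normalized to DMSO and equimolar FeCl3 plus clioquinol controls.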
* = called active by the depositor; ? = inconclusive; . = no result given; [ ] = another dose, or the depositor's remark. Unless noted, the call rests on the fitted dose curve; in most records, active means well fitted curve in the direction sought with a large enough effect; inconclusive means small, poorly fitted or top-dose-only effect, or another doubt; inactive means no such curve, though single readings can be large; an effect the other way counts as inactive or inconclusive.

SMILES,PLK1 PBD block,IL2 activator,aSyn yeast inh,PI5P4K alpha inh,EPAC1 agonist,EPAC1 antag,FUS suppressor,WRN helicase inh,Abeta rescue
Cc1sc(NC(=O)Cn2nc(C(F)(F)F)cc2C)c(C(=O)OC(C)C)c1C,-11%,-0.1,-4%,3,5%,-13%,-8%,-28%,0%
Cc1ccc(S(=O)(=O)NC(C)C(=O)OCC(=O)Nc2sccc2C(N)=O)cc1 (stereo not drawn),-3%,0.8,1%,1,5%,0%,-41%,6%,6%
COc1ccc(-c2nc3ccccn3c2Cl)cc1,3%,-2.0,-14%,-16,-1%,-3%,?,-3%,-1%
Cc1cccc(NC(=O)Cn2cc(C(=O)C3CC3)c3ccccc32)c1,-2%,0.2,1%,12,-16%,3%,-12%,3%,-6%
COC(=O)NCCOc1cc(C)ccc1C,2%,2.7,1%,.,-5%,12%,-5%,-6%,?
Cc1cc(C(=O)CN2CCC(C)CC2)c(C)n1-c1ccccc1F,-10%,0.4,3%,-10,6%,-4%,5%,-7%,?
CCCc1cc(=O)[nH]c2nnc(SCC(=O)NC3CCCCC3)n12,0%,-2.4,1%,-20,3%,7%,8%,-3%,-1%
Nc1ccc(S(=O)(=O)c2ccc(N)nc2)cc1,-13%,-0.7,-9%,2,0%,-21%,19%,6%,-4%
O=C(O)c1ccccc1-c1ccccc1C(=O)Nc1ccc2c(c1)oc(=O)c1ccccc12,-17%,-2.5,-1%,322,-18%,?,-23%,-24%,2%
O=C(CNS(=O)(=O)c1ccc(Cl)c(C(F)(F)F)c1)NC1CCCCC1,?,0.3,7%,1,1%,-4%,-7%,-2%,27%
COC1(OC)N=C(N)C2(C#N)C(c3ccc(C)cc3)C12C#N (stereo not drawn),-10%,1.4,-1%,-19,-4%,-17%,63%,-8%,9%
Cc1c(C=O)c2ccccn2c1C(=O)c1ccncc1,-4%,-1.6,2%,.,-1%,-6%,19%,0%,18%
CCCc1cc2c(cc1N(C)S(=O)(=O)c1ccccc1)OCO2,-9%,-0.8,9%,3,10%,-16%,19%,-9%,-20%
Nc1[nH]n2c(=O)c3c(nc2c1N=Nc1ccc(Cl)cc1)CCCC3,-27%,0.3,1%,-17,15%,-24%,-14%,?,10%
COc1ccc(NS(=O)(=O)c2cccc(C(=O)N/N=C/c3ccccn3)c2)cc1,1%,-0.1,2%,-10,9%,-12%,-1%,-8%,7%
CC1(C(=O)NCCc2ccccc2)Cc2c(-c3ccc4c(c3)OCO4)ccnc2O1 (stereo not drawn),-3%,0.6,-1%,-9,0%,-5%,16%,-1%,-18%
O=S(=O)(NC1CC1)c1ccc(S(=O)(=O)N2CCCc3ccccc32)cc1,1%,-2.2,20%,.,19%,-9%,11%,-8%[57.1 µM],-7%
COC(=O)C1=CN(Cc2ccc(C)cc2)C=C(C(=O)OC)C1c1ccc(F)c(F)c1,1%,-1.0,1%,-7,-5%,-3%,-10%,-8%[57.1 µM],2%
Cc1ccc(S(=O)(=O)NC(C)C(=O)Nc2cccc([N+](=O)[O-])c2)cc1 (stereo not drawn),-6%,-0.1,6%,-9,0%,-15%,-17%,3%,-19%
C[C@H](NC(=O)c1nc[nH]c1C(=O)NCC(=O)OC(C)(C)C)c1ccccc1,4%,-1.3,6%,-2,-2%,-10%,23%,-6%,0%
COc1ccc2cc(/C=N/NC(=O)CN(c3ccccc3C)S(=O)(=O)c3ccccc3)c(Cl)nc2c1,2%,-1.5,-2%,0,1%,-1%,8%,-9%,9%
CCOC(=O)CSc1nc2sc3c(c2c(=O)[nH]1)CC(C)(CC)OC3 (stereo not drawn),-23%,-2.8,-10%,.,1%,5%,22%,4%,6%
Cc1ccc(NC(=O)CN(C)C(=O)CSc2n[nH]c(N)n2)cc1,-6%,-1.1,0%,.,4%,1%,-1%,-11%,-5%
Cc1cccc(N(CC(=O)NC2CCCCC2)C(=O)CCC(=O)Nc2nccs2)c1,-6%,-0.1,-12%,2,6%,5%,6%,4%,2%
CCN(CC)CCCNC(CC(=O)Nc1cccc([N+](=O)[O-])c1)C(=O)O (stereo not drawn),-12%,-2.2,-10%,-5,-7%,4%,.,16%,0%
O=C(CN1CCN(S(=O)(=O)c2ccccc2)CC1)Nc1ccccc1C(=O)c1ccccc1,-4%,-1.9,1%,12,-1%,-12%,.,-9%,-3%
Cc1ccc(C(=O)O)cc1N=Cc1cc(Br)cc(Br)c1O,?,0.2,-6%,-56*,6%,2%,.,?,-2%
CCOC(=O)C1CCN(C(=O)C(CCSC)NC(=O)COc2ccccc2)CC1 (stereo not drawn),-4%,0.5,?,6,12%,-5%,-1%,-6%,-11%
COc1cc(C2C(C(=O)c3ccc(C)o3)=C(O)C(=O)N2c2cc(C)on2)cc(OC)c1OC (stereo not drawn),7%,0.6,-1%,7,3%,-2%,16%,-7%,-7%
CC(=O)Nc1ccc(C(=O)OCC(=O)NC(=O)NCc2ccccc2)cc1,-11%,-2.3,-2%,0,7%,-2%,-24%,-1%,2%

Full records, looked up by structure. Screens in order: PLK1 PBD block	IL2 activator	aSyn yeast inh	PI5P4K alpha inh	EPAC1 agonist	EPAC1 antag	FUS suppressor	WRN helicase inh	Abeta rescue
`Cc1ccc(C(=O)O)cc1N=Cc1cc(Br)cc(Br)c1O` is entered as ?	0.2	-6%	-56*	6%	2%	.	?	-2%
`Cc1ccc(NC(=O)CN(C)C(=O)CSc2n[nH]c(N)n2)cc1` is entered as -6%	-1.1	0%	.	4%	1%	-1%	-11%	-5%
`COc1cc(C2C(C(=O)c3ccc(C)o3)=C(O)C(=O)N2c2cc(C)on2)cc(OC)c1OC` (stereo not drawn) is entered as 7%	0.6	-1%	7	3%	-2%	16%	-7%	-7%
`CCN(CC)CCCNC(CC(=O)Nc1cccc([N+](=O)[O-])c1)C(=O)O` (stereo not drawn) is entered as -12%	-2.2	-10%	-5	-7%	4%	.	16%	0%
`CCOC(=O)C1CCN(C(=O)C(CCSC)NC(=O)COc2ccccc2)CC1` (stereo not drawn) is entered as -4%	0.5	?	6	12%	-5%	-1%	-6%	-11%

(listing goes on)
SMILES,PLK1 PBD block,IL2 activator,aSyn yeast inh,PI5P4K alpha inh,EPAC1 agonist,EPAC1 antag,FUS suppressor,WRN helicase inh,Abeta rescue
OCCC#Cc1c(-c2ccsc2)sc2ccccc12,-16%,-0.2,-40%[inhibitor],39,-14%,-5%,20%,-8%,3%
C[C@H](CO)N1C[C@H](C)[C@@H](CN(C)C(=O)Cc2ccccc2)OCCCC[C@H](C)Oc2ccc(NC(=O)NC3CCCCC3)cc2C1=O,-13%,-2.1,0%,-4,-23%,-23%,?,1%,-2%
COc1ccc(OC)c(Cc2nnc(CCC(=O)N3CCCCC3)o2)c1,0%,1.6,-1%,5,7%,-8%,7%,-8%,-1%
CCn1ccnc1CN(C)C(=O)c1cc(COc2ccccc2SC)on1,-10%,0.9,1%,-7,-19%,-15%,11%,-12%,-6%
Cc1ccc(N(C)S(=O)(=O)c2cccc(C(=O)NCC(c3cccs3)N3CCOCC3)c2)cc1 (stereo not drawn),-6%,-5.9,-2%,5,17%,8%,21%,-12%,13%
Cc1cc(NC(=O)Nc2cccc(C(F)(F)F)c2)no1,-27%,1.1,0%,1,-10%,-18%,?,-9%,14%
O=C(CN1C2=NCCN2c2ccccc21)N1CCOCC1,-2%,-0.7,1%,-5,-16%,-12%,-24%,-1%,21%
Cc1ccc2nc3c(c(N)c2c1)CCN3C,-10%,0.9,-2%,-12,4%,15%,31%,10%,-12%
CCN(c1ccccc1)S(=O)(=O)c1cc(C(=O)Nc2cccc(Cl)c2)ccc1F,-8%,-2.5,5%,-1,19%,-8%,2%,-35%[57.1 µM],18%
COc1cc(NC(=O)c2ccccc2F)c(OC)cc1NC(=O)CN1CCOCC1,2%,0.3,5%,4,-3%,-1%,-7%,-11%,-10%

Copied from the list.
Under PLK1 PBD block, `CC1(C(=O)NCCc2ccccc2)Cc2c(-c3ccc4c(c3)OCO4)ccnc2O1` (stereo not drawn) is listed with -3%
Under IL2 activator, `COc1ccc(NS(=O)(=O)c2cccc(C(=O)N/N=C/c3ccccn3)c2)cc1` is listed with -0.1
Under IL2 activator, `Cc1cc(C(=O)CN2CCC(C)CC2)c(C)n1-c1ccccc1F` is listed with 0.4

Carrying on:
SMILES,PLK1 PBD block,IL2 activator,aSyn yeast inh,PI5P4K alpha inh,EPAC1 agonist,EPAC1 antag,FUS suppressor,WRN helicase inh,Abeta rescue
O=S(=O)(c1ccc(Cl)s1)N1CCC2(CC1)OCCO2,10%,0.2,17%,-3,1%,-6%,13%,9%,12%
Cc1c(C(=O)NCCCN2CCCC2=O)oc2c(Cl)cccc12,-2%,2.6,0%,2,-3%,11%,-1%,-6%,-7%
Cc1cc(N/N=C/c2ccccc2F)nc(NCc2ccccc2)n1,7%,-3.4,6%,-5,5%,1%,9%,6%,-9%
CC(C)CNS(=O)(=O)c1ccccc1C(=O)N1CCCCC1,-2%,-0.3,1%,.,6%,10%,12%,-2%,0%
